Screening results (PubChem BioAssay)
NPY1 pot ag – human NPY-Y1 potentiation or agonism, primary screen; 0.37% of 220,000 active; AID 1304; activation, % at 3.6 µM; P25929; NPY-Y1 expressing cells, potentiator/agonist activation; in the data active = activation above about 33%, passing the limit was not always enough;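 also: cells stimulated with NPY at EC10 then isoproterenol at EC100; 0% = low agonist plus stimulus and 100% = saturating agonist plus stimulus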
p47phox inh – p47phox (human) inhibition; P14598; p47phox/p22phox peptide binding, fluorescence polarization, 2 h; inhibition, % at 24.7 µM; 0.53% of 220,000 active;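 active = inhibition above about 30%, limit read from the data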;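 also: 0% = p47phox with labelled peptide and 100% = labelled peptide alone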
Target sequence (P14598 whole entry, looked up): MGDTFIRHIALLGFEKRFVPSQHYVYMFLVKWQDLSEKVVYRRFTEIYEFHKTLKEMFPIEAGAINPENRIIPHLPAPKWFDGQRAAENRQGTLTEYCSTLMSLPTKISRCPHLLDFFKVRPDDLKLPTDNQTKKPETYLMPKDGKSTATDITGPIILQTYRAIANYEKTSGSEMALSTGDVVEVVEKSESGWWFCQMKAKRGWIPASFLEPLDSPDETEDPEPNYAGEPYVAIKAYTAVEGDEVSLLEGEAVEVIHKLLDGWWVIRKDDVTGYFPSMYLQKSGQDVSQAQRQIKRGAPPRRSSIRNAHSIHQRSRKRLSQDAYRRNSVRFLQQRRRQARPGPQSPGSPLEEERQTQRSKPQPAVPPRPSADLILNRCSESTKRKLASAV
BaF3 tox – reduces parental Ba/F3 cell viability, JAK2V617F counter-screen; inhibition, % at 5.6 µM; CellTiter-Glo ATP luminescence; AID 1486; 1.1% of 220,000 active;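 active = inhibition above a per-campaign cutoff, the mean inhibition of all tested compounds plus 3 SD, cut at about 27% in these data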;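 also: 0% = DMSO wells and 100% = JAK Inhibitor I control wells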
Ba/F3 V617F tox – loss of viability in JAK2V617F-driven Ba/F3 cells. AID 1446. inhibition, % at 5.6 µM. 1.1% of 220,000 active. Ba/F3 EpoR-JAK2V617F viability, ATP luminescence;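 active = inhibition above the campaign mean plus 3 SD over all tested compounds, cut at about 24% in these data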;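 also: cytokine-independent growth of Ba/F3 cells driven by EpoR plus mutant JAK2; 0% = DMSO-treated cells and 100% = JAK inhibitor I control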
NPY2 pot ag – human NPY-Y2 potentiation or agonism, primary screen; cells expressing NPY-Y2, potentiator/agonist read-out; 0.45% of 220,000 active; P49146; activation, % at 3.6 µM; AID 1359; in the data active = activation above about 27%;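 also: cells stimulated with NPY near EC25 plus isoproterenol at EC100; 0% = vehicle plus submaximal agonist and 100% = vehicle plus saturating agonist; some results beyond the cut were filed as inactive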
Target sequence (P49146 whole entry, looked up): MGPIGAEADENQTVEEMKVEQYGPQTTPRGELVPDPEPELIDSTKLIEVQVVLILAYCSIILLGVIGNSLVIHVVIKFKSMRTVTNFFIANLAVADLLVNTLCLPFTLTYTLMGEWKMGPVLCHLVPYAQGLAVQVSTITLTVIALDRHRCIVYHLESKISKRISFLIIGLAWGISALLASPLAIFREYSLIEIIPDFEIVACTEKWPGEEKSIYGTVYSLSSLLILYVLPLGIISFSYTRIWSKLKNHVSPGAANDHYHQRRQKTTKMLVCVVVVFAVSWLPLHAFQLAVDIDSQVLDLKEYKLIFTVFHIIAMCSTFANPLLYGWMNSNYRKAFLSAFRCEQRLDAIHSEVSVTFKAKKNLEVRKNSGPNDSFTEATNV
CHOP inhibitor – inhibitors of CHOP induction in ER stress response; AID 2732; 3.8% of 220,000 active; CHO-K1 CHOP-promoter luciferase, tunicamycin-induced, 15-18 h; inhibition, % at 10 µM;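 active = compounds that reduced the stress-induced luciferase reporter signal by more than about 70% of percent inhibition, limit read from the data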;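 also: 0% = tunicamycin plus vehicle and 100% = wells without tunicamycin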
S1P4 antagonist – antagonists of human S1P4 receptor. O95977. S1P4-expressing cells, antagonist mode, reporter read-out. inhibition, % at 4.98 µM. 0.26% of 220,000 active. AID 1510; in the data active = inhibition above about 29%;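 also: 0% = wells stimulated with agonist and 100% = vehicle wells without agonist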
S1P4 ag – agonists of human S1P4 receptor; O95977; S1P4-expressing cell line, agonist reporter assay; activation, % at 4.98 µM; 0.35% of 220,000 active; AID 1509; in the data active = activation above about 11%;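 also: 0% = DMSO vehicle and 100% = reference agonist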
NPY-Y1 antag – antagonists of human neuropeptide Y receptor Y1; inhibition, % at 3.6 µM; P25929; 1% of 200,000 active; HEK293-CNG Y1 cells, membrane potential fluorescence; NPY at EC95, then isoproterenol;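 active = inhibition above the campaign mean inhibition of all tested compounds plus 3 SD, cut at about 20% in these data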;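 also: 0% = DMSO wells given NPY plus isoproterenol and 100% = isoproterenol alone without NPY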
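Material: Y1- and CNG-channel-expressing HEK293 cells / Probe or stimulus: NPY 25 nM then isoproterenol 1 µM plus Ro 20-1724 25 µM / Doses: 3.6 µM single dose, DMSO 0.4% / Schedule: compound incubation 1 h at room temperature, readout 45 min post-stimulation / Signal: membrane potential fluorescence / Benchmarks: isoproterenol-only wells as full block versus NPY-plus-isoproterenol wells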
* hit, by the source's call; . = no result given.

SMILES	NPY1 pot ag	p47phox inh	BaF3 tox	Ba/F3 V617F tox	NPY2 pot ag	CHOP inhibitor	S1P4 antagonist	S1P4 ag	NPY-Y1 antag
C(=N\Nc1nc2ccccc2[nH]1)/c1ccccc1	-27	-19	11	0	-30	27	21	1.1	11
C=CCn1c(=O)c2ccccc2n2c(SCC(=O)/C(C#N)=C(\C)N)nnc12	16	7	2	-1	2	1	-1	-0.1	-3
CC(=O)N(CN1C(=O)c2ccc([N+](=O)[O-])cc2C1=O)c1cccc(C(=O)O)c1	5	1	4	1	0	8	-17	1.2	5
CCOC(=O)C(CC)n1cnc2c(oc3ccccc32)c1=O (stereo not given)	-7	-7	3	-1	-3	21	-8	0.4	1
O=C(NCCOC(=O)c1ccc(C(=O)OCCNC(=O)c2ccccc2)o1)c1ccccc1	-17	1	-2	0	-5	-8	8	-0.2	0
CCCCC(=O)Nc1ccccc1C(=O)N1CCOCC1	-5	-11	-2	-4	-4	28	-19	0.3	-7
CN(C)S(=O)(=O)c1ccc(=S)[nH]c1	-10	8	6	3	1	9	-7	3.7	-1
CCOC(=O)/C(=N\Nc1ccc(Br)cc1)N1CCN(c2ccccc2OC)CC1	3	-1	-1	-3	6	35	11	1.1	1
Cn1c(Cn2c(=O)sc3ccccc32)nnc1SCC(=O)Nc1ccc2c(c1)OCO2	5	-4	4	2	1	0	-12	8.3	0
CCOc1cc(-c2ccccc2)nc(N)n1	-20	2	5	3	-6	-8	-7	0.5	-1
CC(=O)c1cc(CN2CCN(C(C)C)C(CCO)C2)cs1 (stereo not given)	-9	-8	8	2	-7	6	-10	-1.7	4
CC(C)(C)C1C/C(=C/c2ccccn2)C(=O)/C(=C/c2ccccn2)C1 (stereo not given)	-14	-5	-5	0	0	109*	28	-0.3	-3
Cc1ccc(N(CC(O)CN2CCCC2)S(=O)(=O)c2ccc(C)cc2)cc1 (stereo not given)	-21	0	7	-3	-10	7	-13	-0.4	3
C[C@H](CO)NC(=O)[C@H](C)[C@H]1C[C@]1(C)[C@H](NC(=O)OCc1ccccc1)c1ccccc1	-10	-13	7	1	5	9	-2	0.3	-4
COCCNc1nc(SCc2ccccc2)nc2sc3c(c12)CCC3	-21	-13	1	1	-19	-14	-6	-0.7	26*
Cc1nc(CSc2ccc(Cl)cc2)cc(N2CC(C)OC(C)C2)n1 (stereo not given)	1	-1	2	-2	-4	7	9	-0.5	15
Cc1nn(Cc2ccc(Cl)cc2)c(C)c1NC(=O)/C=C/c1cnn(C)c1	-11	-4	4	1	6	22	-12	-1.5	-3
O=C(COc1ccc(/C=N/NS(=O)(=O)c2ccccc2)cc1)Nc1ccc(F)cc1	12	-14	0	-3	3	31	-10	0.1	-3
COc1ccc2nc3c(c(-c4ccccc4)c2c1)CCC3	-17	-3	0	1	3	-2	15	1.2	9
O=C(Oc1cccc([N+](=O)[O-])c1)N1CCCCC1	-4	-4	5	-2	-5	-5	-1	-1.6	-2

Compound profiles, from the list above. Order of values: NPY1 pot ag, p47phox inh, BaF3 tox, Ba/F3 V617F tox, NPY2 pot ag, CHOP inhibitor, S1P4 antagonist, S1P4 ag, NPY-Y1 antag
COCCNc1nc(SCc2ccccc2)nc2sc3c(c12)CCC3 is entered as -21, -13, 1, 1, -19, -14, -6, -0.7, 26*
O=C(NCCOC(=O)c1ccc(C(=O)OCCNC(=O)c2ccccc2)o1)c1ccccc1 is entered as -17, 1, -2, 0, -5, -8, 8, -0.2, 0

The listing continues:
SMILES	NPY1 pot ag	p47phox inh	BaF3 tox	Ba/F3 V617F tox	NPY2 pot ag	CHOP inhibitor	S1P4 antagonist	S1P4 ag	NPY-Y1 antag
Cc1ccc(S(=O)(=O)NCC(c2ccccc2)N2CCCCC2)cc1 (stereo not given)	-2	10	2	0	-4	9	-10	-0.4	.
O=C(NCCCN1CCCC1=O)c1cccc(Oc2ccccc2)c1	-3	4	3	1	-4	4	-22	0.7	3
COc1ccc(CNC(=O)CN(CCC(C)C)S(=O)(=O)c2ccc3c(c2)OCCO3)cc1	-27	-4	10	-3	-15	-8	-2	0.9	7
CN(N)c1nc(-c2ccccc2)nnc1C(F)(F)F	-2	-19	3	5	-7	30	-3	0.4	2
COc1cccc(OC)c1C(=O)Nc1ccccc1N1CCCC1	-12	-23	2	3	-17	20	-14	2.2	0
CC(=O)N1CCN(c2nc(-c3ccco3)c3c(c2C#N)CC(C)(C)SC3)CC1	-10	-10	7	3	-10	20	-17	0.1	10
CCOC(=O)c1cc2sccc2n1CCCN1C(=O)c2ccccc2C1=O	-30	-5	3	6	-9	48	2	-3.0	8
Cc1cc(C)c(S(=O)(=O)c2ccccc2C)c(OCCO)n1	-2	-2	6	2	-8	-2	0	2.7	1
Nc1cc(=O)nc(SCC(=O)Nc2cccc3ccccc23)n1CCc1ccccc1	-5	2	4	5	-1	-31	-8	0.1	-2
COc1ccc(CCCC(=O)Nc2ccc(F)cc2)cc1	11	8	1	0	-8	5	-3	0.7	-2
CCC(=O)Nc1sc2c(c1C#N)CC(C)(CC)OC2 (stereo not given)	-1	-4	-1	-1	4	-3	-9	-0.2	-2
Cn1c(Cc2cccs2)nnc1SCC(=O)N1CCCc2ccccc21	11	-8	6	4	-1	30	-7	1.3	1
O=C(Nc1ccc2c(c1)OCO2)c1ccc(NC2CC2)c([N+](=O)[O-])c1	-7	-9	1	-2	11	-20	-10	0.8	7
Cc1ccc(CN2CC(C(=O)Nc3cccc(S(=O)(=O)N4CCCCC4)c3)CC2=O)cc1 (stereo not given)	-1	-15	9	0	-2	24	-2	-0.4	0
Cc1ccc(C(=O)N/N=C/c2ccc(-c3cccc(C(F)(F)F)c3)o2)cn1	-4	-11	-2	39*	-7	20	6	0.5	.
CCOC(=O)c1c(C)[nH]c(C2=NNC(=Nc3ccccc3)SC2)c1C	5	-18	8	1	11	13	-5	62*	-5
Cc1ccccc1NC(=O)/C=C/c1ccc([N+](=O)[O-])s1	4	0	55*	80*	-2	102*	13	-0.4	1
C/C(=N\NC(=O)c1ccc(CSc2nncn2C)cc1)c1cccs1	8	-10	5	-4	4	-12	2	-1.3	-2
Cc1ccc(Cl)cc1NC(=O)C(NS(=O)(=O)c1cccs1)c1ccccc1 (stereo not given)	1	-12	1	-3	11	30	-19	1.3	-4
Cc1cc(C)n2nc(Sc3ncccc3[N+](=O)[O-])nc2n1	4	-4	-2	-1	12	-13	2	0.1	.
Cc1ccc(CNC(=O)C2CCN(S(=O)(=O)N3CCOCC3)CC2)cc1	-4	3	2	-1	-28	1	-6	0.4	1
CN=C(C)/C(C(=O)OC)=C(/O)c1ccccc1F	7	2	0	1	7	13	-2	0.0	.
CC(=O)Nc1cccc(-c2cn3ccc(C)cc3n2)c1	12	-8	12	1	2	-29	-15	1.5	2
O=C(CSCc1cccc(Br)c1)N=Nc1c(O)[nH]c2ccccc12	3	-4	0	-2	-16	24	-15	0.0	10
O=C(O)CN1C(=O)NC2NC(=O)NC21 (stereo not given)	10	7	-2	-4	-4	3	-18	2.6	1
CC(C)Cn1c2ccccc2c2cc(C(=O)O)ccc21	-5	0	5	0	-8	-19	-5	-1.1	-4
CC(C)=CC(=O)OCC(=O)Nc1ccc(SC(F)F)cc1	-14	-1	0	-2	5	14	-1	0.6	8
COc1ccc([N+](=O)[O-])cc1C1NN=C(c2cccc3ccccc23)S1 (stereo not given)	-5	-1	3	1	-12	-22	-25	0.5	5
CCOc1cc(/C=N/O)ccc1OCc1ccccc1F	-27	-8	4	0	2	0	-8	-0.2	2
CSc1ccc(NC(=O)c2cccnc2)cc1C#N	-9	-3	8	4	1	2	1	1.3	0

Of the compounds above, twelve have a halogen.
SMILES	NPY1 pot ag	p47phox inh	BaF3 tox	Ba/F3 V617F tox	NPY2 pot ag	CHOP inhibitor	S1P4 antagonist	S1P4 ag	NPY-Y1 antag
CCOC(=O)/C(=N\Nc1ccc(Br)cc1)N1CCN(c2ccccc2OC)CC1	3	-1	-1	-3	6	35	11	1.1	1
Cc1nc(CSc2ccc(Cl)cc2)cc(N2CC(C)OC(C)C2)n1 (stereo not given)	1	-1	2	-2	-4	7	9	-0.5	15
Cc1nn(Cc2ccc(Cl)cc2)c(C)c1NC(=O)/C=C/c1cnn(C)c1	-11	-4	4	1	6	22	-12	-1.5	-3
O=C(COc1ccc(/C=N/NS(=O)(=O)c2ccccc2)cc1)Nc1ccc(F)cc1	12	-14	0	-3	3	31	-10	0.1	-3
CN(N)c1nc(-c2ccccc2)nnc1C(F)(F)F	-2	-19	3	5	-7	30	-3	0.4	2
COc1ccc(CCCC(=O)Nc2ccc(F)cc2)cc1	11	8	1	0	-8	5	-3	0.7	-2
Cc1ccc(C(=O)N/N=C/c2ccc(-c3cccc(C(F)(F)F)c3)o2)cn1	-4	-11	-2	39*	-7	20	6	0.5	.
Cc1ccc(Cl)cc1NC(=O)C(NS(=O)(=O)c1cccs1)c1ccccc1 (stereo not given)	1	-12	1	-3	11	30	-19	1.3	-4
CN=C(C)/C(C(=O)OC)=C(/O)c1ccccc1F	7	2	0	1	7	13	-2	0.0	.
O=C(CSCc1cccc(Br)c1)N=Nc1c(O)[nH]c2ccccc12	3	-4	0	-2	-16	24	-15	0.0	10
CC(C)=CC(=O)OCC(=O)Nc1ccc(SC(F)F)cc1	-14	-1	0	-2	5	14	-1	0.6	8
CCOc1cc(/C=N/O)ccc1OCc1ccccc1F	-27	-8	4	0	2	0	-8	-0.2	2
